RGS4 inh: human RGS4 inhibition | P49798 | HEK293 M3R/RGS4 inducible, Fluo-4 calcium flux; hits give high values; triggered by carbachol at its EC20 | B-score at 10 µM | 310,000 compounds, 0.45% hits | AID 463165;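 active = B-score, a plate-corrected calcium signal, over three deviations above library mean, with baseline fluorescence within five deviations of library mean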;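 also: RGS4 expression induced by doxycycline in cells with stable M3 receptor; B-score is computed from the integrated fluorescence ratio over baseline after carbachol; higher B-score means a larger calcium signal and so more RGS4 inhibition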
Target sequence (P49798 whole entry, looked up): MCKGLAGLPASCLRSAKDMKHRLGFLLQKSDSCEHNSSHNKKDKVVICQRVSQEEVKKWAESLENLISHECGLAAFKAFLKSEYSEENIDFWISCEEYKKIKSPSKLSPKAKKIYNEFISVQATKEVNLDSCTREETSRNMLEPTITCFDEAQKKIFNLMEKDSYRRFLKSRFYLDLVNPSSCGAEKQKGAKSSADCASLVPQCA
MrgX1 antag: human MrgX1 receptor antagonism, primary screen; MRGX1-HEK293 calcium flux, Fluo-4, BAM8-22 antagonism; hits give low values; B-score at 10 µM; 310,000 compounds, 1.3% hits;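 active = calcium-response B-score plate-corrected more than 3 library SD below zero, starting fluorescence within 5 deviations, no agonist response on first addition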;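 also: peak minus trough fluorescence over baseline after final BAM8-22 challenge near maximal dose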
Target sequence (Q96LB2 whole entry, looked up): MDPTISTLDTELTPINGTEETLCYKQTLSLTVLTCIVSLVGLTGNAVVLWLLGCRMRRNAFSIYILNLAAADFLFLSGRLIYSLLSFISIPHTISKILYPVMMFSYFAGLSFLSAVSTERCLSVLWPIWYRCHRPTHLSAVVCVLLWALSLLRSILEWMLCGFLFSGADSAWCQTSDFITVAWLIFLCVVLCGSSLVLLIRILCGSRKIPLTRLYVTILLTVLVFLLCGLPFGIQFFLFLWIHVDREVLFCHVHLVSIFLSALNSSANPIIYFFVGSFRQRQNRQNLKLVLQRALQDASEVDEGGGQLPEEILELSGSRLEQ
HDAC3 inhib: blocks human histone deacetylase 3. O15379. recombinant HDAC3, fluorogenic peptide/trypsin coupled, fluorescence. inhibition, % at 8.3 µM. 320,000 compounds, 0.15% hits. AID 2718; in the data active = inhibition above about 26%, passing the limit was not always enough; inconclusive = no clear call, values can overlap the other calls
Target sequence (O15379 whole entry, looked up): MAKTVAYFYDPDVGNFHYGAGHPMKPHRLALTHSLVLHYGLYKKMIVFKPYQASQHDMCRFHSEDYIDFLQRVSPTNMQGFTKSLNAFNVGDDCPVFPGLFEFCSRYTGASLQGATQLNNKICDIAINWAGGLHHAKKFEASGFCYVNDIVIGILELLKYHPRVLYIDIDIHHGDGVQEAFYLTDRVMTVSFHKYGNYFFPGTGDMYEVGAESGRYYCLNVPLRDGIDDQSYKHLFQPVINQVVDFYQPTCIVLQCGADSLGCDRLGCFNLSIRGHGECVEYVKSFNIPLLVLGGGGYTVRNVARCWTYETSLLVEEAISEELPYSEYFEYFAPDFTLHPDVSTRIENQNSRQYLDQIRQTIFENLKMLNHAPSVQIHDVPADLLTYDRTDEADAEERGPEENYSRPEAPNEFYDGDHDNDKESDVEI
MrgX1 allo act: allosterically activates human MrgX1 receptor signaling; AID 588675; 310,000 compounds, 0.63% hits; B-score at 10 µM; MrgX1-HEK293, Fluo-4 calcium flux, FDSS; hits give high values; Q96LB2;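 active = plate-corrected calcium response at least 3 library SD above typical, normal starting fluorescence, not activating the receptor alone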;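 also: compound read alongside a low EC10 to EC30 dose of BAM8-22 agonist; peak minus trough fluorescence over baseline measured at the second addition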
ANO1 activ: activates or potentiates the mouse TMEM16A chloride channel. 340,000 compounds, 0.3% hits. HEK293 TMEM16A/YFP-H148Q/I152L, iodide quench fluorescence; hits give low values. B-score at 10 µM. Q8BHY3;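 active = fluorescence-ratio B-score plate-corrected deviation score at least 3 library SD below zero, with starting fluorescence score within 5 deviations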;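 also: channel opened by trigger with iodide after compound preincubation; score built on the fluorescence ratio of max minus min over baseline; more negative score means more quench and so TMEM16A activation or potentiation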
TMEM16A inh: blocks the mouse calcium-activated chloride channel TMEM16A; Q8BHY3; HEK293 TMEM16A/YFP iodide influx fluorescence, ionomycin; normalized B-score (activity score, 25-100; higher = stronger inhibition) at 10 µM; 310,000 compounds, 1.2% hits; AID 588511;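 active = ratio plate-corrected score three or more library SD toward inhibition, starting fluorescence score within five deviations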;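 also: score derived from kinetic fluorescence span divided by baseline fluorescence per well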
TRPC6 inh: inhibitors of mouse TRPC6 channel; 310,000 compounds, 1.1% hits; Q61143; HEK293-TRPC6, membrane potential dye, ACh-evoked depolarization; hits give low values; B-score at 10 µM;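 active = B-score under library mean minus 3 SD, initial fluorescence not abnormally high, positive integrated signal ratio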;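 also: B-score derived from integrated fluorescence ratio over the kinetic read; more negative B-score means stronger inhibition of depolarization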
SKKanGAS inh: blocks kanamycin growth of S. pyogenes SKKanGAS strain. BacTiter-Glo, 6 h. inhibition, % at 7.5 µM. 300,000 compounds, 1.3% hits. AID 1662;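 active = mean replicate score, as percent of positive control median, at least 50; inconclusive = mean below 50 but one replicate at or above 50; inactive = mean and every replicate below 50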;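 also: strain carries kanamycin resistance gene driven by streptokinase promoter and grows in 40 µg/ml kanamycin; loss of luminescence reflects streptokinase promoter inhibition or plain growth inhibition; 0% = median of DMSO wells and 100% = positive control at its reference dose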
MrgX1 agonist: activates human MrgX1 receptor signaling; Q96LB2; MrgX1-HEK293 cells, Fluo-4 calcium fluorescence, agonist mode; hits give high values; 310,000 compounds, 0.44% hits; B-score at 10 µM; AID 588627;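 active = calcium response B-score plate-corrected fluorescence ratio at least 3 library SD, with starting fluorescence B-score inside 5 SD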
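Material: MrgX1-expressing HEK293 cells; input: 15,000 cells per well; doses: test compound given as first of three sequential additions; schedule: overnight plating before 1 h dye loading; technique: Fluo-4 NW calcium-flux fluorescence, kinetic read; evaluation: baseline-normalised fluorescence change ratio, B-scored; control set: plate-wise positive and negative controls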
TRPC6 activator: activates the mouse TRPC6 cation channel. Q61143. HEK293-TRPC6 membrane potential dye fluorescence; hits give high values. B-score at 10 µM. 310,000 compounds, 0.13% hits;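 active = B-score of the integrated fluorescence ratio above library mean plus 3 SD, and starting fluorescence ratio within library mean plus 5 SD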;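 also: higher score means more depolarization so channel activation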
RGS4 act: potentiators or activators of RGS4. 310,000 compounds, 0.92% hits. HEK293 M3R/inducible RGS4, carbachol calcium flux Fluo4; hits give low values. B-score at 10 µM;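 active = B-score of the integrated calcium signal more than 4 SD below the library mean, with starting fluorescence not abnormally high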;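 also: negative B-score means reduced calcium response which marks RGS4 activation or potentiation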
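Test system: HEK293 cells with stable M3R and inducible RGS4; also added: carbachol at ECmax as muscarinic agonist stimulus; schedule: dye loading 30 min 37 °C, buffer rest 30 min RT; technique: kinetic calcium fluorescence imaging with Fluo4-AM dye, 2 µM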
Starred values were filed as active, the others as inactive; i = inactive; ? = inconclusive; nt = no result given.

SMILES	RGS4 inh	MrgX1 antag	HDAC3 inhib	MrgX1 allo act	ANO1 activ	TMEM16A inh	TRPC6 inh	SKKanGAS inh	MrgX1 agonist	TRPC6 activator	RGS4 act
CC(C)OCC1Cn2c(nc3c2c(=O)n(C)c(=O)n3C)O1 (stereo not drawn)	i	i	-1	i	i	i	i	1	i	i	i
Cc1cc(C)c2ccc(=S)[nH]c2n1	i	i	-4	i	i	i	i	-8	i	i	i
Cc1ccc(NC(=O)C2CC(=O)OC23CCOC(C)(C)C3)cc1 (stereo not drawn)	i	i	-4	i	i	i	i	0	i	i	i
NC(=O)C1(c2ccccc2)CCCN1C(=O)c1ccccc1Br (stereo not drawn)	i	i	0	i	i	i	i	4	i	i	i
Cc1noc(C)c1COC(=O)c1ccccc1NC(=O)c1ccco1	i	i	-5	i	i	i	i	13	i	i	i
Cc1nc2nc[nH]n2c(=O)c1CCOC(=O)c1c(F)cccc1F	i	i	1	i	i	i	i	10	i	i	i
COc1ccc(C(=O)N2C(=O)c3ccc(N)cc3C2=O)cc1	i	i	-9	i	i	i	i	-10	i	i	i
CC1(C)CC(=O)C2=C(C1)Nc1ccccc1[S@]2=O	i	i	5	i	i	i	i	4	i	i	i
C/C(Cc1ccccc1)=N\NC(=O)CNC(=O)COc1cccc(C)c1	i	i	?	i	i	i	i	-1	i	i	i
CNC(=O)N1CCN(C(=O)NC)CC1	i	i	3	i	i	i	i	6	i	i	i
COc1ccc(Cl)cc1-n1c(C)cc(C(=O)O)c1C	i	i	-4	i	i	i	i	-7	i	i	i
c1ccc(N2CCN(Cc3ccc4c(c3)OCO4)CC2)nc1	i	i	-4	i	i	i	i	-1	i	i	i
CC[C@@H](C)[C@H](NC(=O)Cc1c(C)c2cc3c(C)coc3c(C)c2oc1=O)C(=O)O	i	i	-2	i	i	i	i	-1	i	i	i
COc1ccccc1OCCCC(=O)Nc1ccc(N2CCOCC2)cc1	i	i	1	i	i	i	i	-1	i	i	i
Cc1ccc(NS(=O)(=O)c2ccc3c(c2)NC(=O)CCS3)cc1F	i	i	2	i	i	i	i	3	i	i	i
O=C(NC(=O)c1ccc(Cl)cc1)OC1CCCCC1	i	i	nt	i	i	i	i	-2	i	i	i
c1coc(CNc2ncnc3nc[nH]c23)c1	i	i	-7	i	i	i	i	-3	i	i	i
COc1cc(C=Nc2ccccc2C(=O)Nc2ccccc2)cc(OC)c1OC	i	-5.5*	-1	i	i	i	i	9	i	i	i
CCCCCC1CCC(C(=O)NNC(=S)NCC)CC1 (stereo not drawn)	i	i	5	i	i	i	i	1	i	i	i
CCc1ccc(Nc2n[n+](-c3ccccc3)c(-c3ccc(C(=O)O)cc3)s2)cc1	i	i	-5	i	i	i	i	2	i	i	i
CC(C)COn1c(=S)[nH]c2ccccc2c1=O	i	i	2	i	i	i	i	-6	i	i	i
O=C(Oc1ccccc1)c1ccc(-n2cnnn2)cc1	i	i	3	i	i	i	i	-4	i	i	i
O=C(c1ccc(COc2ccc3c(c2)CCC3)o1)N1CCN(c2ccccc2)CC1	i	i	3	7.7*	i	100*	i	13	i	i	i
CCOC(=O)c1ccc(CSc2nnc(-c3ccncc3)n2N)cc1	i	i	0	i	i	i	i	-21	i	i	i
Cc1ccc2nc(Cl)c(-c3ccccc3)cc2c1	i	i	-2	8.3*	i	i	i	-2	i	i	i

More structures
SMILES	RGS4 inh	MrgX1 antag	HDAC3 inhib	MrgX1 allo act	ANO1 activ	TMEM16A inh	TRPC6 inh	SKKanGAS inh	MrgX1 agonist	TRPC6 activator	RGS4 act
COc1ccc(C2N(c3ccc(OC)cc3)C(=S)N3CCCN23)cc1 (stereo not drawn)	i	i	8	i	i	i	i	0	i	i	i
COc1ccc(-n2nnnc2SCC(=O)NCCc2ccc(OC)c(OC)c2)cc1	i	i	6	i	i	i	i	10	i	i	i
O=C(Nc1ccc(F)cc1)NC1(C(=O)NCc2ccc3c(c2)OCO3)CCCCC1	i	i	-2	i	i	i	i	5	i	i	i
COc1ccc2cc(C(=O)C3CCCN(C(=O)CSc4nnc(C)o4)C3)ccc2c1 (stereo not drawn)	i	i	-5	i	i	i	i	-13	i	i	i
Cc1ccc(C(=O)NCCONC(=O)c2ccc(C)cc2)cc1	i	i	1	i	i	i	i	-7	i	i	i
COc1ccccc1-n1c(SC)nc2c(sc(=S)n2-c2ccccc2)c1=O	i	nt	nt	nt	i	nt	i	-2	nt	i	i
CCN(CC)CCNC(=O)C(C(=O)c1ccccc1)n1ccccc1=O (stereo not drawn)	i	i	5	i	i	i	i	4	i	i	i
Oc1c(Cl)cc(Cl)cc1C=Nc1ccc(N2CCOCC2)cc1	5*	i	-2	i	i	i	i	4	i	i	i
COc1ccc(-n2c(SCC(=O)NCc3cccs3)nc3[nH]ncc3c2=O)cc1	i	i	-4	i	i	i	i	-13	i	i	i
CCCOc1ccc(C(=O)NCC2OCCc3ccccc32)cc1OC (stereo not drawn)	i	i	-1	i	i	i	i	-6	i	i	i
CN(Cc1ccc(OC(F)F)cc1)Cc1nc2c(Br)cc(Br)cc2c(=O)[nH]1	i	i	?	i	i	i	i	62*	i	i	i
CCCCCN(C(=O)CN1CCC(Cc2ccccc2)CC1)c1c(N)n(CCCC)c(=O)[nH]c1=O	i	i	3	i	i	i	i	8	i	i	i
Cc1cc(C)c(S(=O)(=O)N2CCN(c3ccc([N+](=O)[O-])c(-n4nc(C)cc4C)c3)CC2)c(C)c1	i	i	3	i	i	i	i	9	i	i	i
CN1CC(c2ccccn2)C2(SC(=S)N(Cc3ccccc3)C2=O)C12C(=O)Nc1ccccc12 (stereo not drawn)	i	i	4	i	i	i	i	-3	i	i	i
CCN(c1ccccc1)S(=O)(=O)c1ccc2[nH]cc(C(=O)NCCOC)c(=O)c2c1	i	i	11	i	i	i	i	11	i	i	i
COc1cc(/C=N/NC(=O)CN2CCOCC2)ccc1OCc1ccccc1	i	i	6	i	i	i	i	9	i	i	i
CC(C)NC(=S)NC(c1ccccc1)(c1ccccc1)c1ccccc1	i	i	-5	i	i	i	i	81*	i	i	i
O=C(c1cccc(S(=O)(=O)N2CCCC2)c1)N(Cc1ccco1)C1CCS(=O)(=O)C1 (stereo not drawn)	i	i	3	i	i	i	i	-12	i	i	i
Cc1cc(Cl)ccc1C(=O)C1CCCN(C(=O)CCn2cnnn2)C1 (stereo not drawn)	i	i	6	i	i	i	i	-10	i	i	i
CCOc1ccc(S(=O)(=O)Nc2ccc(C(=O)NCC3(N4CCCCC4)CCCCC3)cc2)cc1	i	-9.8*	4	i	i	i	i	-15	i	i	i
COc1ccc(C2(C(=O)NC3CCCCC3)CCOCC2)cc1OC	i	i	1	i	i	i	i	0	i	i	i
CSc1cccc(NC(=O)NCc2cccc(CNC(=O)Nc3cccc(SC)c3)c2)c1	i	i	nt	i	i	i	i	4	i	i	i
Cc1ccc(S(=O)(=O)Oc2ccc(/C=C(/NC(=O)c3ccccc3)C(=O)NCC(=O)O)cc2)cc1	i	i	-6	i	i	i	i	8	i	i	i
O=C(NC1CCCCC1)N1CCCC(c2nc3ccccc3[nH]2)C1 (stereo not drawn)	i	i	-1	i	i	i	i	-3	i	i	i
CCN(CC(=O)N1CCc2ccccc2C1)S(=O)(=O)c1ccc2ccccc2c1	i	i	3	i	i	i	i	-1	i	i	i

Next section:
SMILES	RGS4 inh	MrgX1 antag	HDAC3 inhib	MrgX1 allo act	ANO1 activ	TMEM16A inh	TRPC6 inh	SKKanGAS inh	MrgX1 agonist	TRPC6 activator	RGS4 act
CN(C)CC(c1ccccc1)c1ccccc1	i	i	-4	i	i	i	i	-4	i	i	i
O=C(Cc1c[nH]c2ccccc12)NCc1ccccc1F	i	i	-3	i	i	i	i	-3	i	i	i
CCc1ccc(OCC(=O)N2CCc3ccccc32)cc1	i	i	0	i	i	i	i	-8	i	i	i
CC(=O)Nc1ccc(S(=O)(=O)N(C)CC(=O)Nc2cccc(S(=O)(=O)N3CCCC3)c2)cc1	i	i	12	i	i	i	i	2	i	i	i
O=C(NCCc1ccncc1)C(F)(F)F	i	i	2	i	i	i	i	1	i	i	i
Cc1ccc2c(c1)c1nnc(SCC(=O)N3CCN(c4ccc(F)cc4)CC3)nc1n2CC(=O)O	i	i	-1	i	i	i	i	5	i	i	i
COc1ccc2[nH]c(=O)c(CN(Cc3cccs3)C(=S)Nc3ccccc3)cc2c1	i	i	4	i	nt	i	i	24	i	i	i
COC(=O)c1ccc(CSc2nnc3nc(C)cc(C)n23)cc1	i	i	5	i	i	i	i	8	i	i	i
NS(=O)(=O)c1ccc(NC(=O)COC(=O)CCc2ccccc2)cc1	i	i	-7	i	i	i	i	-2	i	i	i
Cc1nc2ccccc2c(=O)n1NC(=O)c1ccc(F)cc1Cl	i	i	-2	i	i	i	i	-1	i	i	i
COc1ccccc1N1CCN(C2CCCN(C(=O)CC(F)(F)F)C2)CC1 (stereo not drawn)	i	i	-5	i	i	i	i	2	i	i	i
C#CCNC(=O)C1=C[C@@H](c2ccccc2)C[C@@H](OCCCCO)O1	i	i	-2	i	i	i	i	5	i	i	i
COc1cc(N2C(=O)c3ccccc3C2=O)c(Cl)cc1C(=O)OCC(=O)NCc1ccco1	i	i	2	i	i	i	i	-4	i	i	i
CCCNC(=O)CN(c1ccc(F)cc1)S(=O)(=O)c1ccc2c(c1)OCCO2	i	i	3	i	i	i	i	-1	i	i	i
CCOc1cccc(=O)c2c(C)n(C)c(C)c12	i	i	-1	i	i	i	i	1	i	i	i
Cc1cc(C(=O)COC(=O)C23CC4CC(CC(O)(C4)C2)C3)c(C)n1-c1c(C)n(C)n(-c2ccccc2)c1=O	i	i	5	i	i	i	i	-2	i	i	i
O=C(N/N=C\c1cc2c(cc1[N+](=O)[O-])OCO2)c1cccs1	i	i	10	i	i	i	i	nt	i	i	i
CSc1ccc(C(=O)N2CCC(CCC(=O)NC3CC3)CC2)cc1	i	i	5	i	i	i	i	1	i	i	i
Cc1cccc(-c2nnc(SCC(=O)NCc3ccc4c(c3)OCO4)n2C)c1	i	i	-9	i	i	i	i	-21	i	i	i
Oc1ccc(NCc2ccccc2OCc2ccccc2)cc1	i	i	-3	i	i	i	i	14	i	i	i
CCCCCN(C(=O)CCC(=O)OCC(=O)N1CCCCC1C)c1c(N)n(CCCC)c(=O)[nH]c1=O (stereo not drawn)	i	i	-2	i	i	i	i	4	i	i	i
COc1cccc(OC)c1C(=O)N1CCNCC1	i	i	-3	i	i	i	i	0	i	i	i

Bioassay records: PubChem, several laboratories
